PI5P4K alpha inh = qHTS for Inhibitors of phosphatidylinositol 5-phosphate 4-kinase (PI5P4K) | max response, % | Phosphatidylinositol 5-phosphate 4-kinase type-2 alpha (Homo sapiens), P48426 | PI5P4Kalpha enzyme, ADP-Glo luminescence, 60 min; hits give low values | AID 652105, 2013 | 1.2% of 330,000 active; active = max response of -50% or lower; inconclusive = between -30% and -50%; inactive = -30% or higher; also: value at the top dose of about 77 µM; % is scaled to controls: 0 for no effect and ±100 for the full control effect
Target sequence (P48426 whole entry, looked up): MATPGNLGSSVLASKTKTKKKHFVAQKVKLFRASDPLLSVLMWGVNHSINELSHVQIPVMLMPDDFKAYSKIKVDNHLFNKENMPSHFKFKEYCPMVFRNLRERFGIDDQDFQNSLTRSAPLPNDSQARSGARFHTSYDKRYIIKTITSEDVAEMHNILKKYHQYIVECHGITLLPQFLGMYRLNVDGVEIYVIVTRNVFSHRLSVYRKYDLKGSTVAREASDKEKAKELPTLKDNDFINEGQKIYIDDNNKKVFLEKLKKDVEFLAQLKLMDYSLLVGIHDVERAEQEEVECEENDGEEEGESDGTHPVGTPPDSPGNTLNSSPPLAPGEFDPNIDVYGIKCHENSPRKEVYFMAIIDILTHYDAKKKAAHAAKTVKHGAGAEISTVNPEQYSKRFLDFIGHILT
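Human PI5P4Kalpha with substrate in 0.038 M HEPES pH 7.4, 0.28 mM EGTA, 0.1% CHAPS, 5% DMSO; reaction started with 5 microM ATP (final), 60 min at room temperature. ADP formed read by ADP-Glo luminescence.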
aSyn rescue = qHTS of alpha-syn Inhibitors; AID 652106, 2013; Potency, µM (doses to about 46.1 µM), for the others: at the top dose growth rescue (activation), most hits filed as activators; 0.14% of 370,000 active; Yeast expressing alpha-synuclein, growth rescue, BacTiter-Glo, 24 h; also: potency is read from the fitted curve at half-maximal effect; % of control where 0% means no effect; nearly all actives have a fitted effect of over 65% in size
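Screening used galactose-induced yeast with toxic alpha-synuclein levels, exposed to compound for 24 hr at 30 deg C. Cell growth, read with BacTiter-Glo luminescence, gave the measured signal.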
Abeta rescue = qHTS for compounds that reverse cellular toxicity of Amyloid beta (A-beta) peptide in yeast: Primary Screen | yeast expressing A-beta42, growth rescue, OD600, 48 h; response scale: 0% DMSO, 100% iron-clioquinol control | Potency, µM (top dose mostly 46.1 µM), for inactives: at the highest dose growth rescue, most hits filed as activators | 0.063% of 410,000 active | AID 1347071, 2019; also: potency is read from the fitted curve at half-maximal effect; nearly all actives have a fitted effect of over 55% in size
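Growth rescue measured by 600 nm absorbance after 48 h yeast culture at 30 C with compound. Values normalized between DMSO and an equimolar ferric chloride plus clioquinol control.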
EPAC1 agonist = qHTS for Agonist of cAMP-regulated guanine nucleotide exchange factor 3 (EPAC1): primary screen; Potency, µM (series often up to 154 µM), for inactives: at the top dose activation, usual class: activators; Rap guanine nucleotide exchange factor 3 (Homo sapiens), O95398; EPAC1 agonist qHTS, biochemical assay; response scale: 100% = response to 6.5 mM cAMP; 0.073% of 360,000 active; also: potency is read from the fitted curve at half-maximal effect; nearly all actives have a fitted effect of over 60% in size
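Compounds were pinned as a concentration titration into mixtures of EPAC1 (100 nM), BODIPY-GDP-loaded Rap1B (250 nM) and GDP (50 uM). After 5 min at room temperature, fluorescence was followed for 30 min; activity was scaled to 6.5 mM cAMP.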
WRN inhibitor = qHTS for Inhibitors of WRN Helicase | AID 651768, 2012 | 0.46% of 360,000 active | Bifunctional 3'-5' exonuclease/ATP-dependent helicase WRN (Homo sapiens), Q14191 | WRN helicase unwinding, fluorescent forked duplex, kinetic | Potency, µM (highest dose often 114 µM), without a hit: at the top dose activity change, negative = inhibition, hits mostly inhibitors; also: potency is read from the fitted curve at half-maximal effect; % is scaled to controls: 0 for no effect and ±100 for the full control effect; nearly all actives have a fitted effect of over 55% in size
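Kinetic fluorescence helicase assay: unwinding of a quenched forked DNA duplex (100 nM final) with 2 mM ATP final raises red fluorescence (525/598 nm). Compounds sat 15 min at room temperature with 20 nM WRN beforehand.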
EPAC1 antagonist = qHTS for Antagonist of cAMP-regulated guanine nucleotide exchange factor 3 (EPAC1): primary screen | Rap guanine nucleotide exchange factor 3 (Homo sapiens), O95398 | EPAC1 GEF assay, Rap1b-BODIPY-GDP exchange fluorescence | Potency, µM (series often up to 115 µM), for inactives: at the highest dose activity change, negative = inhibition, most hits filed as inhibitors | 0.14% of 360,000 active;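 also: potency is read from the fitted curve at half-maximal effect; plate controls were vehicle for no effect and positive control for full effect; nearly all actives have a fitted effect of over 50% in size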
PLK1 PBD inh = qHTS for Inhibitors of PLK1-PDB (polo-like kinase 1 - polo-box domain): Primary Screen | Serine/threonine-protein kinase PLK1 (Homo sapiens), P53350 | Plk1 PBD binding of FITC phosphopeptide, fluorescence polarization | Potency, µM, for the others: max response, negative = inhibition, most hits filed as inhibitors | 2.8% of 360,000 active | AID 720504, 2013; also: potency is read from the fitted curve at half-maximal effect; series mostly up to about 57 µM; % is scaled to controls: 0 for no effect and ±100 for the full control effect; nearly all actives have a fitted effect of over 65% in size
Target sequence (P53350 whole entry, looked up, the tested form may be a part): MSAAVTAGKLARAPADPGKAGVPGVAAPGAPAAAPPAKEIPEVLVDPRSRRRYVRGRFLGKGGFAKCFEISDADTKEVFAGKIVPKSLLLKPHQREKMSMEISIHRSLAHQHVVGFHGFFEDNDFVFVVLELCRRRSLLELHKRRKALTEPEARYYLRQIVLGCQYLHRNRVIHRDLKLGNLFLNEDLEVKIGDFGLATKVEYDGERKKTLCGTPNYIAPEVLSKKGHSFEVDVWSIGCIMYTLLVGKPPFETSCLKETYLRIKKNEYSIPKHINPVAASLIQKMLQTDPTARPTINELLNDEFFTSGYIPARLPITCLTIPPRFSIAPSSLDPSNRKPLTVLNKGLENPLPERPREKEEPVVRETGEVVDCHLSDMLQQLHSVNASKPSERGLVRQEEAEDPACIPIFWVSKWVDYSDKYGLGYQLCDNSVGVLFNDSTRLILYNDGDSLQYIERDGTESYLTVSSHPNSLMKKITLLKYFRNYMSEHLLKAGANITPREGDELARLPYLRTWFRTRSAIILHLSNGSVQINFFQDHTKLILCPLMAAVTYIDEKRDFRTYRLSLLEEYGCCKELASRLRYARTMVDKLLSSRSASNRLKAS
FUS yeast rescue = qHTS for Suppressors of FUS Proteinopathy: Primary screen using FUS-linked yeast assay | S. cerevisiae FUS-expressing, growth rescue, OD600, 24 h | Potency, µM (titrated, usually from 76.6 µM), for inactives: top-dose growth rescue (activation), hits mostly activators | 0.24% of 390,000 active | AID 1347120, 2019;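 also: potency is read from the fitted curve at half-maximal effect; plate controls were DMSO vehicle for no effect and reference control for full effect; nearly all actives have a fitted effect of over 55% in size; some results filed as inactive show a strong effect at the top dose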
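Cultures pregrown in 2.5% raffinose medium are shifted to minimal medium containing 2% galactose to express toxic FUS. Compounds are tested at several concentrations. After 24hr at 30C, growth is quantified at 600 nm absorbance.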
IL2 activator = qHTS of IL-2 Activators; IL-2 activation reporter assay, cell-based qHTS; stimulated with anti-CD3/CD4/CD28 beads; in transgenic mouse T cells; activation, % (series mostly up to about 46 µM); 0.065% of 360,000 active; AID 652025, 2013; in the data active = activation above about 50%; inconclusive = mostly about 30% to 49%; also: 0% is about no effect
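Unstimulated transgenic mouse T cells, 750 per well, received compound and, after 60 minutes, anti-CD3/anti-CD4 bead plus anti-CD28 stimulation. EGFP and DsRed were quantified after 18 hours.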
* marks the source's active call; other numbers are inactive results; u = inconclusive; x = not tested or not shown; [ ] = another dose, or the depositor's remark. Unless noted, calls follow the shape of the dose curve; as a rule, active = well fitted curve in the direction sought with a large enough effect; inconclusive = small, poorly fitted or top-dose-only effect, or another doubt; inactive = no such curve, though single readings can be large; an effect the other way counts as inactive or inconclusive. This is a random part of the collection. Share with any hit: about 4.1%.

SMILES | PI5P4K alpha inh | aSyn rescue | Abeta rescue | EPAC1 agonist | WRN inhibitor | EPAC1 antagonist | PLK1 PBD inh | FUS yeast rescue | IL2 activator
CC1(C)CC(=O)C(C(O)c2ccccc2)C(C)(C)N1 (stereo unspecified) | 0 | -2% | -13% | 3% | -3% | -2% | -4% | -10% | -0.5
COc1ccc(-n2c(Cc3cccn3C)nnc2SCC(=O)Nc2ccc(Cl)cc2)cc1 | 2 | 5% | -11% | -1% | 5% | -5% | 3% | u | -1.5
Cc1cc(Cl)ccc1NC(=O)CSc1nnc(-c2ccncc2)n1Cc1ccco1 | -19 | 1% | -11% | 5% | -11% | 0% | -8% | 17% | -3.2
COc1ccc(/C=C/C(=O)NC(=S)NCc2ccccc2)cc1OC | 0 | -1% | 4% | 10% | 6% | 4% | -5% | 2% | -3.0
Cc1ccc(C)c(S(=O)(=O)Nc2ccc(O)cc2)c1 | 11 | 1% | -3% | 6% | -5% | -13% | -13% | -14% | -2.1
CC1(C)Cc2c(C#N)c(SCc3nc4ccccc4[nH]3)nc(N3CCOCC3)c2CO1 | 2 | 0% | 11% | 20% | -5% | -17% | -10% | u | -1.4
CC(C)=NNc1cnnc2ccc([N+](=O)[O-])cc12 | -69* | -14% | -17% | 1% | -11%[57.1 µM] | -28% | -11% | 20% | 1.5
Cn1ccc2ccc(C3=CC(=O)C[C@H](c4ccc(F)cc4)C3)cc21 | -1 | 12% | 3% | -10% | -5% | -3% | -2% | 30% | -2.3
O=C(NCCCN1CCOCC1)c1sc2cc([N+](=O)[O-])ccc2c1Cl | -68* | 9% | -21% | -4% | 28µM* | 2% | 1.1µM* | 12% | -6.6
CCOC(=O)CNC(c1ccccc1)c1cc(Br)ccc1NC(=O)OCC (stereo unspecified) | 2 | 0% | -26% | 16% | -4% | 4% | 3% | 23% | 3.8
Cc1cccc(N/C=C/C(=O)c2cccs2)c1C | 10 | 19% | 0% | 13% | 7% | 7% | -4% | x | 0.4
CC(C)Oc1ccc(CNCCC2(C(C)C)CCOC(C)(C)C2)cc1 (stereo unspecified) | 17 | 2% | 13% | -9% | 11% | 11% | -1% | 34% | -1.2
O=C(NCc1ccc(Cl)cc1)C(=O)NCC1OCCN1S(=O)(=O)c1ccc2c(c1)OCCO2 (stereo unspecified) | -5 | 2% | -4% | -1% | 1% | -2% | 3% | 30% | -2.1
CCOc1ccc(NC(=O)CN(C)C(=O)c2ccncc2)cc1OCC | 0 | -2% | 3% | -2% | -3% | -7% | -1% | 15% | -0.8
Cc1cccc(NC(=S)N(CCN2CCOCC2)Cc2cc3cc4c(cc3[nH]c2=O)OCCO4)c1 | 9 | 5% | -2% | 4% | 11% | -1% | 4% | -31% | -3.2
CCC(=O)NC(c1ccc([N+](=O)[O-])cc1)c1c(O)ccc2ccccc12 (stereo unspecified) | x | -13% | 13% | 7% | -4% | 12% | -1% | 22% | 0.6
CC(C)c1nnc(NC(=O)Cc2ccccc2[N+](=O)[O-])s1 | 0 | -6% | 28% | 1% | -2% | -22% | -13% | x | 0.0
O=[N+]([O-])c1ccc(/C=[N+](\[O-])[C@@H]2CCCC[C@@H]2/[N+]([O-])=C/c2ccc([N+](=O)[O-])o2)o1 | 9 | 1% | -42%[inhibitor] | 11% | -16% | 0% | -6% | 13% | -4.4
CCC(C)[C@H](NC(=O)N1CCn2c1nc1ccccc12)C(=O)NCCc1ccccc1 (stereo partly specified) | 4 | 11% | 18% | -3% | 1% | -23% | 1% | u | -3.1
CCn1c(SCC(=O)Nc2ccc(OC)cc2)nc2c1c(=O)n(C)c(=O)n2C | 4 | -1% | -5% | -7% | 4% | u | -6% | -10% | -1.0
O=C(NC1CCCCC1)c1ccc(Br)o1 | -2 | -12% | 7% | -5% | 0% | 9% | -5% | 2% | 3.0
CCOC(=O)CN(C(=O)Cn1nnc2ccccc21)C(C(=O)NCCOC)c1ccccc1C (stereo unspecified) | 5 | 2% | 11% | 2% | -1% | 8% | -12% | 2% | -0.9
C[C@H]1Cn2cnc(C(=O)Nc3cccc(Cl)c3)c2C(=O)N1 | -1 | -5% | -3% | -28% | 5% | -10% | 4% | 2% | -2.1
CCCn1c(SCC(=O)N2c3ccccc3Sc3ccccc32)nc2ccccc21 | 6 | 0% | u | 13% | -4% | 5% | -19% | 29% | -1.1
O=C(CSc1nnc(-c2ccccc2Cl)o1)Oc1ccc(Br)cc1 | -5 | -13% | 10% | -1% | -6% | 17% | -22% | 29% | -0.7
COc1ccc(S(=O)(=O)N2CCN(c3c(C)cccc3C)CC2)cc1OC | -2 | 4% | -12% | 11% | -3% | -18% | -9% | -10% | -2.5
COC(=O)c1cccc(NC(=O)CN2C(=O)c3ccccc3C2=O)c1 | -1 | 3% | -3% | 18% | -1% | u | -4% | 4% | 0.4
COc1ccc(NS(=O)(=O)c2ccc(C(=O)N3CCN(Cc4ccccc4)CC3)cc2)cc1 | -3 | 5% | 7% | 14% | -6% | -2% | 3% | -9% | -1.9
O=C(CSc1nnc(C2CC2)n1CC1CCCO1)Nc1ccc(Cl)cc1 (stereo unspecified) | -6 | 0% | -5% | 0% | -1% | 7% | -7% | -10% | 0.3
COc1ccc(C)cc1Nc1nc(C)nc2sc(C)cc12 | -3 | 5% | 7% | 14% | -11% | -18% | 30µM* | 7% | -0.6
Cc1oc2cc(O)cc(C)c2c(=O)c1-c1cnn(-c2ccccc2)c1 | -1 | 3% | 5% | -2% | -15% | -13% | -20% | -8% | -2.1
COc1ccc(-c2c(C(C)=O)c(C)nc3sc4c(c23)NC(c2ccccc2)NC4=O)cc1 (stereo unspecified) | 12 | 4% | 14% | 6% | -7% | 0% | -9% | -5% | -0.4
NC(=O)c1cccc(-c2ccnc3c2CC(C(=O)Nc2ccccc2)O3)c1 (stereo unspecified) | -15 | 0% | 1% | -15% | 8% | 1% | 5% | -12% | -0.2
CCCC(=O)N1CCN(c2ccc(NC(=O)c3ccc([N+](=O)[O-])o3)cc2Cl)CC1 | -1 | -74%[inhibitor] | -91%[inhibitor] | 2% | 3% | -20% | -11% | u | -2.3
O=C(NCc1ccc2c(c1)OCO2)c1c[nH]c2ccc(S(=O)(=O)N3CCOCC3)cc2c1=O | x | -6% | 13% | -2% | -7% | -16% | -6% | 27% | 0.0
O=C(Nc1ccc2nc(-c3ccccc3)[nH]c2c1)c1cccs1 | x | -1% | 5% | -1% | -26%[57.1 µM] | -8% | -8% | 4% | -0.3
CN(Cc1ccccc1)C(=O)CN1C(=O)NC2(CCCC2)C1=O | -1 | -1% | -5% | -6% | 5% | 2% | 2% | -3% | -0.7
CCOc1ccccc1NC(=O)c1ccccc1NS(C)(=O)=O | x | -25% | -2% | 2% | 0% | 2% | -2% | 4% | -0.5
O=C(CSc1nccn1-c1ccccc1)c1ccc(Cl)cc1 | 4 | -1% | 23% | -1% | -3% | -5% | -5% | -10% | 0.3
N#C/C(=C(/O)CSc1nnc(Cc2cccs2)n1C1CCCCC1)c1nc2ccccc2[nH]1 | -64* | 0% | 24% | -1% | 4%[11.6 µM] | -20% | -21% | 50µM* | -0.5
Cc1nc(C)c(Cc2ccccc2Cl)c(=O)[nH]1 | 9 | -1% | 3% | 7% | -4% | 3% | -8% | -4% | -0.8
O=C(Cc1ncc(C(F)(F)F)cc1Cl)NNc1cccc(F)n1 | -2 | 4% | -18% | -4% | -5% | 11% | -9% | -11% | 1.3
CC(=O)c1cc(CN2C(=O)CCC2=O)cs1 | x | -3% | 8% | -3% | 2%[57.1 µM] | 6% | 0% | -18% | 0.0
O=c1[nH]c(=S)[nH]c2c1C(c1ccc(Cl)cc1)OC(CCc1ccccc1)C2 (stereo unspecified) | u | 2% | -3% | 10% | -9% | -9% | -26% | -5% | -0.1
Cn1c(SCc2nc3ccccc3n2CCO)nc2ccccc21 | -2 | -2% | 11% | 3% | -1% | 3% | -7% | 35% | -2.9

Screening results as filed in PubChem BioAssay.
